Bioassay records as filed in PubChem BioAssay.
N370S GC = N370S glucocerebrosidase modulation, Gaucher chaperone candidate; Potency, µM (doses to about 59.4 µM), inactives show at the highest dose activity change, negative = inhibition, most hits filed as inhibitors; P04062; 330,000 compounds, 0.092% hits; N370S GC spleen homogenate, 4MU-glucoside fluorescence;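 further: 0% = full enzyme activity and -100% = no enzyme basal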
FEN1 inh = human FEN1 inhibition. P39748. Recombinant FEN1 flap cleavage, fluorescence, 15 min. Potency, µM (highest dose often 114 µM), without a hit: top-dose activity change, negative = inhibition, usual class: inhibitors. 390,000 compounds, 0.35% hits; further: nearly all actives have a fitted effect of over 65% in size
Target sequence (P39748 whole entry, looked up): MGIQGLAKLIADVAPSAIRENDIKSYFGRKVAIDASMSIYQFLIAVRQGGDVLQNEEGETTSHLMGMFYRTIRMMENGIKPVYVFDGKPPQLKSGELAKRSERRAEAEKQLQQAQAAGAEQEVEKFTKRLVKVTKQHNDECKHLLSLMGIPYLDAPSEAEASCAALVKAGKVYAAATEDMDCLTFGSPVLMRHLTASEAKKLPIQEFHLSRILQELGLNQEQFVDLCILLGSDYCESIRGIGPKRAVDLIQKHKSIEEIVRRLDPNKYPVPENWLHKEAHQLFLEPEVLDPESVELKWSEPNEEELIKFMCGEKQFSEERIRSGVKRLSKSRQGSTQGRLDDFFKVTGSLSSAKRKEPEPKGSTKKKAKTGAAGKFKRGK
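Concentration–response screening of FEN1 (10 nM): 15 min compound preincubation at room temperature, reaction started with 50 nM substrate and read at 0 and 15 min. Corrected, normalized data were fitted by a four-parameter Hill equation.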
TDP1 block = TDP1 (human) enzyme inhibition; Q9NUW8; recombinant TDP1, AlphaScreen DNA substrate cleavage; Potency, µM (highest dose often 130 µM), for the others: at the highest dose activity change, negative = inhibition, usual class: inhibitors; 350,000 compounds, 0.28% hits; further: nearly all actives have a fitted effect of over 40% in size
Target sequence (Q9NUW8 whole entry, looked up): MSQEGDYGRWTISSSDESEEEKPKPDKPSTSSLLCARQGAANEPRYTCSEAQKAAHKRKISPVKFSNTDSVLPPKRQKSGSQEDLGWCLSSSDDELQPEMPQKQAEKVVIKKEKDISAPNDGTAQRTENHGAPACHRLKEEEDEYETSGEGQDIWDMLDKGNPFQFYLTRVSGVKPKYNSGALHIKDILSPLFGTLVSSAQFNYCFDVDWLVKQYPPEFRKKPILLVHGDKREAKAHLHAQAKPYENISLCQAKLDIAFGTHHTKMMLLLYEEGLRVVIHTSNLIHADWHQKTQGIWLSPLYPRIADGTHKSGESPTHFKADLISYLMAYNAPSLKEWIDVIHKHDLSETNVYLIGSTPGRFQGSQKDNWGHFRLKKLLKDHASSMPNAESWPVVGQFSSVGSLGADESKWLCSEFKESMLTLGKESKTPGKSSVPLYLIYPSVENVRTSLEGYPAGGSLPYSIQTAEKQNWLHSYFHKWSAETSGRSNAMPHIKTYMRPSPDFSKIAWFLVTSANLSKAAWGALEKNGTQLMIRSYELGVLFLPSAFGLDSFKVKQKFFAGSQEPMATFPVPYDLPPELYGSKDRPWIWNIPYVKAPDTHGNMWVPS
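Compounds were preincubated with Tdp1 (1 nM final) for 15 min at room temperature before substrate (15 nM final) started a 5 min reaction; beads (10 ug/ml final) were then added for 10 min before AlphaScreen detection.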
Numbers without * were called inactive; ? = inconclusive; nt = no result given; & = joins results of further samples; [ ] = dose if it differs, or a comment. The call rests on the fitted dose curve; in most records, active means well fitted curve in the direction sought with a large enough effect; inconclusive means small, poorly fitted or top-dose-only effect, or another doubt; inactive means no such curve, though single readings can be large; an effect the other way counts as inactive or inconclusive. Unless noted, on the % scale 0 is the no-effect control and ±100 the full control effect; potency means the concentration at half of the fitted maximal effect.

SMILES | N370S GC | FEN1 inh | TDP1 block
Cc1c(C)n(-c2ccc(Cl)cc2)c2ncnc(N)c12 | -1% | -17% | 2%
Cc1ccc2cccc(OCC(=O)Nc3ccc(N4CCOCC4)cc3)c2n1 | -7% | -5% | 5%
O=c1sc2ccccc2n1COc1ccc(Cl)cc1 | 1% | -4% | nt
CCCCCCCC(=O)Nc1ccc(S(=O)(=O)Nc2nccs2)cc1 | -2% | -3% | 3%
CCn1cc(C2=NOC(C(=O)Nc3cc(C)nn3-c3ccccc3)C2)c(C)n1 (stereo not given) | 3% | -5% | 4%
Cc1ccc(C(=O)N2CCN(c3ccc(F)cc3)CC2)cc1S(=O)(=O)N1CCCCC1 | -15% | 1% | 4%
COc1ccc(OC)c(NC(=O)c2c(NC(=O)CCC(=O)O)sc3c2CCCCC3)c1 | 24% | 3% | 9%
CCOC(=O)CN(C(=O)COc1nc(C)cc(C)c1C#N)c1ccc(F)cc1 | 5% | 15% | 1%
CCN(CC)S(=O)(=O)c1ccc2[nH]c(=O)cc(C(=O)Nc3ccc(C)cc3)c2c1 | -10% | 1% | -5%
O=C(COC(=O)/C=C/c1ccc(C(F)(F)F)cc1)NCC1CCCCC1 | -22% | 5% | -1%
O=C(CN1c2cccc3cccc(c23)S1(=O)=O)N1CCOCC1 | 3% | -4% | -4%
Cc1ccc(C(=O)Cn2nnc3c(sc4nc5c(c(-c6ccccc6)c43)CCC5)c2=O)cc1 | 5% | 2% | 2%
Cc1nc(NC(=O)CSc2nc3ccccc3s2)sc1C(=O)N(C)C | -10% | 0% | 4%[56.1 µM]
O=C(/C=C/Nc1ccc(S(=O)(=O)Nc2ncccn2)cc1)c1cccs1 | -1% | -10% | 5%
CCC(CC)c1nnc(NC(=O)c2c(-c3ccccc3)noc2C)s1 | 24% | 17% | 1%
CCOC(=O)c1ccccc1NC(=O)N1CC(C)Oc2ccc(C)cc21 (stereo not given) | nt | -6% | 4%
CCNC(=S)Nc1ccc(Cl)c([N+](=O)[O-])c1 | -3% | -2% | -1%
CNS(=O)(=O)c1cccc(C(=O)OCC(=O)c2c(N)n(C)c(=O)n(C)c2=O)c1 | 26% | -4% | -14%
Cc1ccc(-c2cc(C(=O)NCc3ccc4c(c3)OCO4)no2)cc1 | 6% | -5% | 7%
O=S(=O)(c1ccccc1)c1cnn2c(C(F)(F)F)cc(-c3ccccc3)nc12 | 8% | 0% | 5%
CC(NC(=O)CCNC(=O)c1ccccc1Cl)C1CC2CCC1C2 (stereo not given) | 1% | -2% | 2%
Cc1[nH]c2ccccc2c1C(=O)COC(=O)C1CC(=O)N(Cc2ccccc2)C1 (stereo not given) | -10% | -13% | -2%
O=C(Cn1cccn1)N1CCCC(Nc2ccc(F)c(F)c2)C1 (stereo not given) | 0% | 17% | 4%
CCOCCCn1c(=S)[nH]c2cc(C(=O)NCCc3ccccc3)ccc2c1=O | 1% | 3% | 3%
COc1ccc(OC(C)C(=O)NCc2nc(-c3cccc(C)c3)no2)cc1 (stereo not given) | nt | -4% | 7%
CCOC(=O)C1CCCN(C(=O)c2ccc3oc(Cc4ccccc4)nc3c2)C1 (stereo not given) | 2% | -1% | 4%
Cc1cc2ccccc2n2c(SCC(=O)NCC3CCCO3)nnc12 (stereo not given) | 3% | 0% | 0%
O=Cc1ccccc1OCc1ccc2c(c1)OCO2 | 9% | -11% | nt
FC(F)(F)c1ccc(C2[C@H]3CN(Cc4ccc(-c5ccccc5)cc4)[C@H](c4ccccc4)C34CC2(c2ccccc2)C4)cc1 (stereo not given in full) | 15%&-8% | 3% | 8%&4%
CCSc1nnc(NC(=O)CN2C(=O)N(C)C3(CCCCC3)C2=O)s1 | -3% | 0% | -2%
COc1ccc(N2CCN(C(=S)Nc3ccc(C)cc3)CC2)cc1 | -4% | 0% | 2%
CC(=O)Cc1nsc(NC(=O)c2cc(-c3ccccc3Cl)oc2C)n1 | 1% | -17% | 8%
COc1cccc(NC(=O)CN(C)C(=O)CSC(=S)N2CCCC2)c1 | -5% | 3% | nt
CC(C)C1N=C2c3ccccc3N=C(SCc3cc(=O)n4cc(Cl)ccc4n3)N2C1=O (stereo not given) | ? | ? | 2%
COc1cccc(CN2CC(C(=O)N3CCCC3)CCC2=O)c1 (stereo not given) | -11% | -7% | 3%
COc1ccc(NC(=O)CC2C(=O)N(c3cccc(C)c3)C(=O)N2C2CCCCC2)cc1 (stereo not given) | 27% | 9%&-18% | 6%&-2%
COc1ccc(N2CCN(C(=O)C3CCCN(c4ncnc5c4nc4n5CCCCC4)C3)CC2)cc1 (stereo not given) | 18% | 2% | 5%
CCOc1ccc(NC(=O)Nc2cc(OCC(F)(F)F)cc(OCC(F)(F)F)c2)cc1 | 4% | -15% | 0%
Cc1cc(NC(=O)NC2(C(F)(F)F)Oc3ccc(Cl)cc3O2)no1 (stereo not given) | -6% | 8% | -4%
Cc1cccc(C)c1OCc1cc(C(=O)N2CCN3CCCC3C2)no1 (stereo not given) | -1% | 5% | 4%

Twelve entries from above, sorted by length of the SMILES, low to high.
SMILES | N370S GC | FEN1 inh | TDP1 block
O=Cc1ccccc1OCc1ccc2c(c1)OCO2 | 9% | -11% | nt
Cc1cc2ccccc2n2c(SCC(=O)NCC3CCCO3)nnc12 (stereo not given) | 3% | 0% | 0%
COc1ccc(N2CCN(C(=S)Nc3ccc(C)cc3)CC2)cc1 | -4% | 0% | 2%
CC(=O)Cc1nsc(NC(=O)c2cc(-c3ccccc3Cl)oc2C)n1 | 1% | -17% | 8%
CCSc1nnc(NC(=O)CN2C(=O)N(C)C3(CCCCC3)C2=O)s1 | -3% | 0% | -2%
COc1ccc(OC(C)C(=O)NCc2nc(-c3cccc(C)c3)no2)cc1 (stereo not given) | nt | -4% | 7%
CCOCCCn1c(=S)[nH]c2cc(C(=O)NCCc3ccccc3)ccc2c1=O | 1% | 3% | 3%
Cc1[nH]c2ccccc2c1C(=O)COC(=O)C1CC(=O)N(Cc2ccccc2)C1 (stereo not given) | -10% | -13% | -2%
CCOc1ccc(NC(=O)Nc2cc(OCC(F)(F)F)cc(OCC(F)(F)F)c2)cc1 | 4% | -15% | 0%
CC(C)C1N=C2c3ccccc3N=C(SCc3cc(=O)n4cc(Cl)ccc4n3)N2C1=O (stereo not given) | ? | ? | 2%
COc1ccc(NC(=O)CC2C(=O)N(c3cccc(C)c3)C(=O)N2C2CCCCC2)cc1 (stereo not given) | 27% | 9%&-18% | 6%&-2%
COc1ccc(N2CCN(C(=O)C3CCCN(c4ncnc5c4nc4n5CCCCC4)C3)CC2)cc1 (stereo not given) | 18% | 2% | 5%

Further entries follow.
SMILES | N370S GC | FEN1 inh | TDP1 block
COc1ccc(CN2CCC(C(=O)c3ccc(F)cc3)CC2)cc1 | -1% | -2% | nt
CCCC[C@H](CC)CN1CN(C[C@@H](CC)CCCC)CC(C)(N)C1 | -7%[21.6 µM] | nt | 5%[56.1 µM]
Cn1nc(C(=O)NCc2ccc(Cl)cc2)c2c1-c1ccccc1S(=O)(=O)C2 | 2% | 5%&-2% | 4%&-5%
O=C(CN1C(=O)c2ccccc2S1(=O)=O)Nc1ccccc1C(=O)NCc1ccco1 | 10% | -7% | 2%
CCCC(=O)Nc1cccc(-c2nc3cc(C)c(C)cc3o2)c1C | nt | -18% | 2%[2.28 µM]
Cc1ccc2c(c1)C(c1ccc(F)cc1)N(C(=O)COc1ccc(Cl)cc1Cl)CC(=O)N2 (stereo not given) | nt | -5% | 6%
CC1(C)Cc2cccc(OCC(=O)OCc3nnc(-c4ccccc4)o3)c2O1 | nt | -6% | -7%
CCCc1cc(-c2ccc(O)c(OCC)c2)c(C#N)c(N)n1 | -11% | -4% | 12%
O=C1NN(c2ccc(F)cc2)C(=O)/C1=C\c1cnn(-c2ccccc2)c1 | 8% | nt | 5%
COc1cccc(CNC(=O)CSc2nc3ccccc3nc2Cc2ccccc2)c1 | nt | -9% | 5%
CC(C)OC(=O)C1=C2SCC(=O)N2C(N)=C(C#N)C1 | -1% | -17% | -4%
CC1(C)C(=O)OC(/C=C\c2ccccc2)C(C)(C)C1=O (stereo not given) | 3% | -3% | 5%
CC(C)(CN=C1NS(=O)(=O)c2ccccc21)CNC(=O)CN1C(=O)c2ccccc2C1=O | -25% | 1% | 6%
Cc1ccc2c(c1)N(CC(=O)NC1CCCCCC1)C(=O)c1cccnc1O2 | ? | -2% | 6%
COc1ccc(-c2cn3nc(N4CCCC(C(=O)Nc5ccc(Cl)cc5C)C4)sc3n2)cc1 (stereo not given) | nt | 12% | 2%
O=C(Oc1ccccc1)c1ccccc1OS(=O)(=O)c1ccccc1 | 17% | 0% | -5%
O=P(OC1CCCCC1)(OC1CCCCC1)C(O)c1ccc(Cl)cc1Cl (stereo not given) | 4% | -11% | -5%
CCOc1ccc(/C=N/n2nnnc2N)cc1O | 0% | 11% | -2%
COc1ccc(C/C(N)=N/OC(=O)COc2ccccc2C)cc1 | 0% | -15% | -6%
Cc1ccc(C(=O)COC(=O)CCC(=O)Nc2cc(Cl)ccc2Cl)cc1[N+](=O)[O-] | -1% | 2% | -2%
CCN1C(=S)SC(=O)C1=C1C=C(C)OC(C)=C1 | -20% | 4% | -4%
COc1ccc(-c2ccc([C@H]3[C@H]4C=CC[C@@H](C)[C@@H]4C(=O)N3Cc3ccccc3)c(F)c2)cc1C | 6% | 3% | -2%
COc1ccc(NC(=O)NN2CCOCC2)cc1OC | -9% | -6% | -2%
COc1ccccc1N(CC(=O)Nc1ccccc1C(=O)N1CCOCC1)S(C)(=O)=O | -6% | -6% | 6%
O=C(CSc1ncn[nH]1)NCc1ccccc1Cl | -2% | -2% | 0%
COCCCNC(=O)c1cccs1 | 1% | -2% | 0%
C=CCC[C@@H](Cc1ccc(F)cc1)C(=O)OC[C@H](Cc1c[nH]c2ccccc12)NC(=O)[C@H](CC=C)CC(=O)NCCO | nt | -3% | 3%
O=C(Nc1cccnc1)c1ccccc1Cl | -11% | -5% | nt
Cc1ccc(S(=O)(=O)CCC(=O)OCC(=O)NCCc2ccccc2)cc1 | -12% | -1% | 0%[0.505 µM]
COc1ccc(OC2OC3COC(c4ccco4)OC3C(O)C2NC(C)=O)cc1 (stereo not given) | 2% | 2% | 3%
CN1C(N)=NC(=O)/C1=C\c1ccc(Br)cc1 | -8% | 18% | nt
Nc1cccc(C#Cc2ccc3c(c2)C(=O)/C(=C/c2ccsc2)O3)c1 | nt | 13% | 6%
O=C(NC(=S)N1CCCC(O)C1)c1ccco1 (stereo not given) | nt | 19% | 1%
Cn1nc(C(F)(F)F)c2cc(C(=O)Nc3ccc(F)cc3F)sc21 | -9% | -17% | 5%
COc1ccc(C)cc1S(=O)(=O)n1nc(C)cc1C | -8% | -6% | 5%
O=S(=O)(N/N=C/c1cccnc1)c1ccc(Cl)c(Cl)c1 | -4% | -15% | 6%
COc1ccc(S(=O)(=O)N(Cc2nc3ccccc3c(=O)[nH]2)C2CCCC2)cc1 | 20% | -7% | 8%
CC(C)C(=O)N1CCN(c2ccc(NC(=O)c3ccc4c(c3)OCCO4)cc2Cl)CC1 | -15% | -17% | 2%
O=C(Nc1ccccc1C(=O)OCc1cc(=O)n2nc(C3CC3)sc2n1)c1cccc(Cl)c1 | nt | -6% | -1%
Cc1nc2ccccc2c(=O)n1NCc1cc(Br)cs1 | ? | 2% | 1%
NS(=O)(=O)c1ccc(NC(=S)NC(=O)c2ccc3c(c2)OCO3)cc1 | 0% | -3% | -1%
COc1ccc(-c2c(C)nn(Cc3ccccc3)c2N)cc1 | 1% | -5% | 2%
Cc1cccc(NC(=O)N2CCC(n3nnc4cc(C)ccc43)CC2)c1 | 0% | -1% | -3%
COc1ccc(-c2cc(C(=O)Oc3ccc(C#N)cc3)no2)cc1 | nt | 17% | -5%
COc1ccccc1C(=O)NCC(c1cccnc1)N(C)C (stereo not given) | 3% | -3% | 1%
CCOc1cc2[nH]c(=O)n(Cc3ccc(C(=O)NCCCN4CCCC4=O)cc3)c(=O)c2cc1OCC | 5% | 1% | 3%
O=C(C1CC1)N1CCN=C1SCc1ccccc1Cl | 2% | 14% | 1%
C[C@H](CO)N1C[C@H](C)[C@@H](CN(C)C(=O)NC2CCCCC2)Oc2ccc(NC(=O)Nc3ccccc3)cc2C1=O | nt | 0% | 2%
O=C(CSc1ncc(-c2ccccc2)[nH]1)Nc1cccc(C(F)(F)F)c1 | nt | -28% | 8%
CCN(CC)S(=O)(=O)c1ccc(N2CCN(C)CC2)c(NC(=O)CSCC(=O)Nc2cccc(C)c2)c1 | -29% | 1% | -14%
CC(=O)N1CCN(CC(=O)Nc2cc(S(=O)(=O)N3CCOCC3)ccc2C)CC1 | -10% | 5% | 5%
COc1cccc(CC(=O)N[C@@H](CCSC)c2nc3ccccc3[nH]2)c1 | -2% | -1% | 7%
CC(C)NC(=O)c1onc(CSc2cccc(F)c2)c1C(=O)O | 15% | -6% | 5%
CCCN1C2CCCC1CC(NC(=O)c1cc(OC)cc(OC)c1)C2 (stereo not given) | 2% | 25% | nt
C=CCNC(=O)CN(c1ccc(F)c(Cl)c1)S(C)(=O)=O | -8% | 9% | -2%
O=C(NC(NC(=O)c1ccccc1)c1ccccc1)c1ccccc1 | nt | -4% | -3%

Compounds as they come. Share with any hit: about 0.57%.
